Assay outcomes as filed in PubChem.
Bcl-XL Bim block = disrupts Bim peptide binding to human Bcl-XL | bead flow cytometry, fluorescence | inhibition, % at 10 µM | 190,000 compounds, 0.04% hits | AID 1007
Target sequence (Q07817 whole entry, looked up): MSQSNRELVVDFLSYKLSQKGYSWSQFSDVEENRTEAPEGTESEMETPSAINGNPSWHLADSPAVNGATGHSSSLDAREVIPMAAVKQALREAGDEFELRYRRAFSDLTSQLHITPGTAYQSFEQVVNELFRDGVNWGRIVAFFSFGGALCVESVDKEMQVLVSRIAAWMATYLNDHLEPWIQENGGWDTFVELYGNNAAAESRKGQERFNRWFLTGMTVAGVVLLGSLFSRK
Mcl1-Noxa inh = Mcl-1/Noxa interaction inhibition; Q07820; TR-FRET Mcl-1/Noxa peptide binding, 2 h; inhibition, % at 21.7 µM; 220,000 compounds, 1.5% hits; AID 1022;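 active = compounds that cut the protein-peptide binding signal by more than 50% relative to plate controls in a single-dose test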;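 also: His-tagged Mcl-1 with rhodamine Noxa BH3 peptide and terbium anti-His antibody; 0% = Mcl-1 plus Noxa peptide wells and 100% = peptide-only wells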
Target sequence (Q07820 whole entry, looked up): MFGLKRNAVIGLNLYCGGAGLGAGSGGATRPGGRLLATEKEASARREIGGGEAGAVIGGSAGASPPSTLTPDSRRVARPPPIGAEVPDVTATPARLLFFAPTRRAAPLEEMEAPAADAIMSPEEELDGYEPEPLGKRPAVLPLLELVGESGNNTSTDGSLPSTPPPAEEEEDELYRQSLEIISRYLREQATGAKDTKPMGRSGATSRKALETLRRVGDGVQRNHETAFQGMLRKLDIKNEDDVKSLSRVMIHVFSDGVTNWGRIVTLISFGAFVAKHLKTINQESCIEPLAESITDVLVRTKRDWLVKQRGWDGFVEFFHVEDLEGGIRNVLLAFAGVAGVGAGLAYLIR
RGS8-Gao = modulates binding of RGS8 to human Galphao; response (percent of control binding), % at 10 µM; P09471; AID 1423; 220,000 compounds, 0.34% hits; multiplexed bead flow cytometry; actives lie on both sides; in the data active = response below about 60% or above about 140%; inactive = in between;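 also: Galphao activated as the GDP aluminium fluoride complex binding bead-coupled RGS8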
Bim-Mcl-1 = inhibitors of Bim-Mcl-1 interaction, human. Q07820. Bead-based flow cytometry, Bim peptide-Mcl-1 binding. inhibition, % at 10 µM. 190,000 compounds, 0.1% hits;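 also: 0% = no compound tracer wells and 100% = peptide blocker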
Mcl1 Bid PPI = disrupts binding of human Mcl-1 to Bid peptide; inhibition, % at 21.7 µM; TR-FRET Mcl-1/Bid-Dy647 peptide binding, 1536-well; Q07820; 220,000 compounds, 0.97% hits; AID 1021;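 active = compounds that cut the binding signal by more than half at the single screening dose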;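 also: His-tagged Mcl-1 with europium anti-His antibody binding Bid BH3 peptide; 0% = Mcl-1 plus peptide wells and 100% = peptide-only wells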
Bfl-1 Bim block = inhibitors of Bim-Bfl-1 interaction, human; Bead-based flow cytometry, Bim-Bfl-1 binding inhibition; 190,000 compounds, 0.12% hits; inhibition, % at 10 µM; Q16548;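 also: 0% = wells without compound plus tracer and 100% = blocker peptide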
RGS4-Gao reg = modulates binding of RGS4 to human Galphao; P09471; Multiplexed bead flow cytometry; actives lie on both sides; binding response (% of control), % at 10 µM; 220,000 compounds, 0.33% hits; AID 1415; in the data active = binding response below about 49% or above about 150%; inactive = in between;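 also: fluorescent Galphao activated with aluminum fluoride binding bead-coupled RGS4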
RGS7-Gao reg = modulates binding of RGS7 to human Galphao; P09471; Multiplexed bead flow cytometry; actives lie on both sides; binding response (% of control), % at 10 µM; 220,000 compounds, 0.35% hits; AID 1439; in the data active = binding response below about 49% or above about 150%; inconclusive = no clear call, values can overlap the other calls; inactive = in between;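 also: fluorescent Galphao held in activated GDP-AlF4 state binding bead-coupled RGS7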
Bim-Bcl-W = disrupts Bim peptide binding to human Bcl-W | 190,000 compounds, 0.02% hits | bead-based flow cytometry | inhibition, % at 10 µM;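 also: 0% = bound tracer without compound and 100% = peptide blocker; higher means less fluorescent Bim peptide bound to Bcl-W beads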
Target sequence (Q92843 whole entry, looked up): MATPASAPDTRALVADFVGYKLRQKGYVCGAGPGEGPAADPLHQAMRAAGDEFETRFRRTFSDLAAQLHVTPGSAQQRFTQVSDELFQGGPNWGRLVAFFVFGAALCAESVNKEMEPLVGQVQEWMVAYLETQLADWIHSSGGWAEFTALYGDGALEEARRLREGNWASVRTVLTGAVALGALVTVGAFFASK
Bim-Bcl-B = inhibitors of Bim-Bcl-B interaction, human. Q9HD36. bead-based flow cytometry, Bim peptide-Bcl-B binding. inhibition, % at 10 µM. 190,000 compounds, 0.073% hits. AID 951;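 also: 0% = tracer peptide without compound and 100% = reference inhibitor peptide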
Target sequence (Q9HD36 whole entry, looked up): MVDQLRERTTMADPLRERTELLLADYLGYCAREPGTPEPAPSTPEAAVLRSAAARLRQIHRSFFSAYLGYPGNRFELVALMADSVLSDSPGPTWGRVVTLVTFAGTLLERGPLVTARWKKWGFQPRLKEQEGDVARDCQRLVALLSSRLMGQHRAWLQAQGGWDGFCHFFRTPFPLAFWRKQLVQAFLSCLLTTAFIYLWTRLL
Bim-Bcl-2 = human Bim-Bcl-2 interaction inhibition; Bead-based flow cytometry, Bim peptide-Bcl-2 binding; 190,000 compounds, 0.06% hits; inhibition, % at 10 µM; AID 950; in the data active = inhibition above about 40%; inconclusive = no clear call, values can overlap the other calls;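 also: 0% = no compound wells with probe peptide and 100% = reference peptide inhibitor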
* marks the source's active call; other numbers are inactive results; ? = inconclusive; / = not tested or not shown. Rule as the data show it, unless noted: active = inhibition above about 40%.

SMILES | Bcl-XL Bim block | Mcl1-Noxa inh | RGS8-Gao | Bim-Mcl-1 | Mcl1 Bid PPI | Bfl-1 Bim block | RGS4-Gao reg | RGS7-Gao reg | Bim-Bcl-W | Bim-Bcl-B | Bim-Bcl-2
C=CCc1cc(/C=C/c2nc(O)c([N+](=O)[O-])c(=O)[nH]2)cc(OC)c1O | 6 | 33 | 100 | 7 | -31 | 0 | 101 | 99 | 7 | 4 | 3
O=C(Nc1ccccc1C(=O)N/N=C/c1ccncc1)c1ccccc1 | 1 | 13 | 100 | -1 | -25 | -3 | 98 | 100 | 1 | 0 | 3
CC(=O)Nc1ccc(NC(=O)C23CC4CC(C2)CC(n2cnc(Br)n2)(C4)C3)cc1 | -5 | 23 | 101 | 13 | -3 | 0 | 99 | 102 | -5 | 0 | -2
COc1ccc(C(=O)/C=C/C(=O)N(CC(=O)NC2CCCCC2)Cc2cccs2)c(O)c1 | 2 | 43 | 96 | -1 | 38 | -3 | 102 | 104 | 9 | -2 | 6
COc1ccc(CNC(=O)c2n[nH]c3ccccc23)cc1OC | 1 | 5 | 98 | 0 | 55* | -1 | 98 | 95 | 1 | 1 | 0
CCOc1ccccc1OCC(=O)NNC(=S)NC1CCCCC1 | -3 | 4 | 101 | -1 | -20 | -1 | 101 | 104 | 2 | -13 | -3
CN(C)CCCN(Cc1ccc2c(c1)OCO2)C(=O)NC1CCCCC1 | / | 10 | 99 | / | -15 | / | 100 | ? | / | / | /
CCN1CCCC(NC(=O)c2cc([N+](=O)[O-])ccc2OC)C1 (configuration not stated) | -8 | -26 | 108 | -5 | -5 | 0 | 101 | 104 | -4 | -5 | -5
Cc1ccc(S(=O)(=O)N2CCCC2C(=O)NC2CCCCC2)cc1 (configuration not stated) | -2 | 16 | 92 | -3 | -12 | -1 | 88 | 89 | -6 | -5 | -3
O=C1CC2C(=O)NCCN2C(=NC(=O)c2ccc(Cl)cc2)N1 (configuration not stated) | -4 | 7 | 86 | -1 | -13 | -1 | 97 | 96 | 2 | -4 | 1
COc1ccc(CN2CCN(C(=O)CC(C)C)CC2)cc1OC | -1 | 3 | 110 | -3 | 33 | 0 | 99 | 103 | -3 | -2 | -5
Nc1nnc(SCC(=O)OCC(=O)Nc2ccc(Br)cc2)s1 | 1 | 27 | 112 | 27 | 2 | 1 | 103 | 104 | 9 | 0 | 1
O=[N+]([O-])c1ccc(C2=Nn3c(Cn4nnc5ccccc54)nnc3SC2)cc1 | / | -34 | 81 | / | -20 | / | 99 | ? | / | / | /
COC(=O)C1(CCSC)NC(c2ccc(O)cc2)C2C(=O)N(c3ccc4c(c3)OCCO4)C(=O)C21 (configuration not stated) | -3 | -11 | 100 | 0 | -20 | -11 | 99 | 98 | 0 | -4 | -5
CCC1Oc2ccccc2N(CC(=O)Nc2ccc(OC)cc2OC)C1=O (configuration not stated) | -6 | -12 | 102 | 0 | -30 | -17 | 97 | 102 | 1 | -7 | -8
CC(C)CN1CCN(Cc2cccn2-c2cccnc2)CC1CCO (configuration not stated) | -2 | 9 | 101 | -1 | -74 | -8 | 99 | 99 | -4 | -3 | -3
COc1ccccc1/C=C/C=N/N1CCN(c2ccccn2)CC1 | 7 | / | 105 | -2 | 35 | -18 | 103 | 101 | 0 | -6 | -10
COc1ccc(CCNC(=S)N2CCC(C(N)=O)CC2)cc1 | / | -28 | 101 | / | -119 | / | 103 | ? | / | / | /
COc1ccc(C(=O)NCCSc2ccccc2)cc1 | -7 | 39 | 101 | 1 | 44 | -14 | 102 | 97 | -5 | -8 | -8
COC(=O)c1sccc1NC(=O)c1cc(C)on1 | -4 | 1 | 110 | 0 | 63* | -8 | 99 | 96 | 4 | -7 | -6
NS(=O)(=O)c1ccc(NCc2ccccc2OCc2ccccc2F)cc1 | -1 | 17 | 99 | -2 | -14 | 0 | 101 | 100 | -2 | -4 | -3
CCN(CC)S(=O)(=O)c1ccc(OC)c(NC(=S)Nc2cccc(C)c2)c1 | -7 | 19 | 100 | -3 | -43 | 0 | 94 | 95 | -1 | -5 | -5
COCC(C)NC(=O)c1ccc(CN2CCc3ccccc3C2)cc1 (configuration not stated) | -3 | 6 | 102 | -1 | -10 | -9 | 102 | ? | 0 | -7 | -7
COc1ccc(/C=N/NC(=O)c2ccncc2)cc1CSc1nc2ccccc2s1 | -5 | 17 | 100 | -7 | 1 | 1 | 98 | 103 | -1 | -7 | 0
COC(=O)C1=C(C)NC(C)=C(C(=O)OC)C1C(=O)OCC(=O)c1ccc(F)cc1 | -5 | -6 | 98 | -2 | -20 | -6 | 99 | ? | -1 | -11 | -8
COC(=O)c1ccc(N2CCN(C)CC2)c(NC(=O)c2cccnc2)c1 | -6 | 7 | 100 | -3 | -8 | -5 | 100 | 93 | -2 | -7 | -3
O=C(NNc1cccc(Cl)n1)Nc1cccc(C(F)(F)F)c1 | -2 | 15 | 96 | -2 | -15 | -1 | 101 | 105 | -2 | -2 | 1
COc1ccc(-c2noc(CCC(=O)NCCCN3CCC(C)CC3)n2)cc1 | 0 | 1 | 102 | 1 | -21 | -9 | 101 | 99 | 1 | -6 | -9
FC(F)(F)c1ccnc(Oc2ccc(C3=NCCS3)cc2)c1 | / | 6 | 98 | / | -4 | / | 101 | ? | / | / | /
CC1CN(C(=O)CSc2nc(-c3ccc(F)cc3)cs2)CC(C)O1 (configuration not stated) | -2 | -8 | 88 | 0 | -23 | 1 | 99 | 96 | 2 | -1 | -2
COc1ccc(CC(=O)Nc2cc(NC(=O)Cc3ccc(OC)c(OC)c3)cc(C(=O)O)c2)cc1OC | 5 | 27 | 100 | 5 | -12 | -2 | 96 | 99 | 5 | 4 | 3
Cn1c(=O)c2c(nc(Br)n2C)n(C)c1=O | 0 | 9 | 98 | -1 | 17 | -8 | 95 | 98 | 0 | -1 | -2
O=C(CSc1nc2ccccc2[nH]1)N1CCN(S(=O)(=O)c2ccc(Cl)cc2)CC1 | 2 | 16 | 101 | -1 | -1 | -4 | 102 | 101 | 2 | -6 | -6
O=C1c2ccccc2-c2onc3ccc(NCc4ccco4)c1c23 | 76* | 9 | 90 | 35 | 57* | 40* | 98 | 94 | 70* | 41* | 48*
CC(C)CC(c1nnnn1CC1CCCO1)N1CCN(C2CCCC2)CC1 (configuration not stated) | -9 | 32 | 100 | -1 | 26 | -18 | 99 | 100 | -1 | -8 | -9
Cc1ccc(C)c2nc3sc(C(=O)N4CCCc5ccccc54)c(N)c3cc12 | 8 | 41 | 101 | 0 | -33 | -7 | 106 | 107 | 8 | -6 | 2
c1ccc(N2CCN(Cc3ccsc3)CC2)nc1 | -3 | 23 | 99 | 0 | 6 | -1 | 105 | 100 | 2 | 3 | 0
COc1cc(C(=S)N2CCCCC2)ccc1OCC(=O)N1CCCC1 | -3 | -3 | 97 | 0 | -100 | -11 | 95 | 97 | 1 | -6 | -7
Fc1cc(F)cc(NC(=S)NN2CCOCC2)c1 | -3 | 6 | 102 | 2 | -45 | -7 | 99 | 104 | -3 | -4 | 1
N#C/C(=C\c1ccccc1)C(=O)NC(=O)Oc1ccccc1 | -2 | 8 | 102 | 0 | -8 | -7 | 103 | 102 | 0 | -3 | -4

Arranged by the number under Bim-Bcl-W (rising): 4 from the list above.
SMILES | Bcl-XL Bim block | Mcl1-Noxa inh | RGS8-Gao | Bim-Mcl-1 | Mcl1 Bid PPI | Bfl-1 Bim block | RGS4-Gao reg | RGS7-Gao reg | Bim-Bcl-W | Bim-Bcl-B | Bim-Bcl-2
COc1ccc(/C=N/NC(=O)c2ccncc2)cc1CSc1nc2ccccc2s1 | -5 | 17 | 100 | -7 | 1 | 1 | 98 | 103 | -1 | -7 | 0
c1ccc(N2CCN(Cc3ccsc3)CC2)nc1 | -3 | 23 | 99 | 0 | 6 | -1 | 105 | 100 | 2 | 3 | 0
Cc1ccc(C)c2nc3sc(C(=O)N4CCCc5ccccc54)c(N)c3cc12 | 8 | 41 | 101 | 0 | -33 | -7 | 106 | 107 | 8 | -6 | 2
O=C1c2ccccc2-c2onc3ccc(NCc4ccco4)c1c23 | 76* | 9 | 90 | 35 | 57* | 40* | 98 | 94 | 70* | 41* | 48*

(more compounds)
SMILES | Bcl-XL Bim block | Mcl1-Noxa inh | RGS8-Gao | Bim-Mcl-1 | Mcl1 Bid PPI | Bfl-1 Bim block | RGS4-Gao reg | RGS7-Gao reg | Bim-Bcl-W | Bim-Bcl-B | Bim-Bcl-2
S=c1[nH]cc(-c2ccccc2)[nH]1 | / | -3 | 100 | / | -72 | / | 96 | ? | / | / | /
COc1ccc(CCNC(=O)C2CCN(S(=O)(=O)c3cccs3)CC2)cc1OC | 2 | 8 | 101 | 2 | -14 | -2 | 104 | 100 | 1 | 0 | -2
O=C(/C(=C(\O)c1ccccc1)c1ncc[nH]1)c1ccccc1 | -1 | 14 | 99 | -2 | -26 | -4 | 99 | 94 | -4 | -4 | -2
COc1cccc(NC(=O)COC(=O)CCCc2c[nH]c3ccccc23)c1 | 0 | 11 | 100 | 0 | -49 | -3 | 101 | 100 | 1 | 1 | 1
O=S(=O)(Nc1nccs1)c1ccc2c(c1)OCCO2 | -8 | 24 | 94 | -1 | -63 | -4 | 111 | 105 | -4 | -6 | -4
O=C(CCCCCNc1nc(=S)[nH]c2ccccc12)NCCc1c[nH]c2ccccc12 | -4 | 35 | 109 | 0 | -22 | -6 | 101 | 101 | -3 | -7 | 0
O=C(/C=C/c1ccc([N+](=O)[O-])cc1)NCCSc1ccccc1 | -5 | 22 | 104 | -2 | -10 | -14 | 106 | 107 | 0 | -12 | -6
Cc1cccc(NC(=O)CSc2nnc(Cc3ccccc3)o2)c1 | -5 | -3 | 98 | -2 | -3 | -2 | 98 | 98 | 0 | -7 | -1
Cc1nc2sc(-c3ccccc3)cc2c(=O)n1-n1cccc1 | 0 | 0 | 107 | -4 | -18 | -1 | 103 | 106 | 0 | 0 | 2

Structures above that contain a Cl atom (3):
SMILES | Bcl-XL Bim block | Mcl1-Noxa inh | RGS8-Gao | Bim-Mcl-1 | Mcl1 Bid PPI | Bfl-1 Bim block | RGS4-Gao reg | RGS7-Gao reg | Bim-Bcl-W | Bim-Bcl-B | Bim-Bcl-2
O=C1CC2C(=O)NCCN2C(=NC(=O)c2ccc(Cl)cc2)N1 (configuration not stated) | -4 | 7 | 86 | -1 | -13 | -1 | 97 | 96 | 2 | -4 | 1
O=C(NNc1cccc(Cl)n1)Nc1cccc(C(F)(F)F)c1 | -2 | 15 | 96 | -2 | -15 | -1 | 101 | 105 | -2 | -2 | 1
O=C(CSc1nc2ccccc2[nH]1)N1CCN(S(=O)(=O)c2ccc(Cl)cc2)CC1 | 2 | 16 | 101 | -1 | -1 | -4 | 102 | 101 | 2 | -6 | -6
